High-throughput results as filed in PubChem.
Keap1 Nrf2 FP: Keap1-Nrf2 protein-protein interaction inhibitors, primary screen, biochemical, fluorescence polarization, single point | 340,000 tested, 0.15% active | Keap1 Kelch-Nrf2 peptide fluorescence polarization, 1536-well | inhibition, % at 9.4 µM | Kelch-like ECH-associated protein 1 (Homo sapiens), Q14145; in the data active means inhibition above about 12%; inconclusive means no clear call, values can overlap the other calls; inactive means below about 7.3%;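 further: human Keap1 Kelch domain with fluorescein labeled Nrf2 9mer peptide probe; 0% = neutral control wells and 100% = peptide positive control; higher means more block of Keap1 binding to Nrf2 peptide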
PKA-R2B activ: activators of PKA-R2B holoenzyme, primary screen, biochemical, fluorescence polarization, Cy5-IP20, human; 340,000 tested, 0.079% active; activation, % at 11.4 µM; cAMP-dependent protein kinase catalytic subunit beta (Homo sapiens) + cAMP-dependent …; PKA-R2B holoenzyme dissociation; R2B truncated from residue 108, S112A mutant; 0% DMSO only, 100% 113 µM cGMP;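 active means activation above a cutoff set at the mean over all compounds plus 3 SD, cut at about 18% in these data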;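 further: higher means more holoenzyme dissociation and a rise in polarization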
Target sequence (P31323 whole entry, looked up, other chains not shown, the tested form may be a part): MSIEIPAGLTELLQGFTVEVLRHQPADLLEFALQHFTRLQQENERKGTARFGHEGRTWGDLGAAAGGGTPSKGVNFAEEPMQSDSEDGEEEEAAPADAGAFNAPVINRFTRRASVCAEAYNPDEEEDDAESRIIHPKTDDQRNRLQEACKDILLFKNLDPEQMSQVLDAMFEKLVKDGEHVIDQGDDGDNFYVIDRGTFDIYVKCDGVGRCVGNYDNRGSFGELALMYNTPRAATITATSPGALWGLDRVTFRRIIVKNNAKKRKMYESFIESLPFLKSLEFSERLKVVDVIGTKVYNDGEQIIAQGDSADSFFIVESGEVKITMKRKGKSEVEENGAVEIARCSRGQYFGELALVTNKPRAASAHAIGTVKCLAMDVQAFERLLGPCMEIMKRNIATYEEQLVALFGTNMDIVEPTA
CAL PDZ FP-1: CAL PDZ peptide-binding inhibitors, primary screen, biochemical, fluorescence polarization, Cer-tagged CAL PDZ, HTS; Golgi-associated PDZ and coiled-coil motif-containing protein (Homo sapiens), Q9HD26; purified CAL PDZ, TMR-peptide fluorescence polarization, 1 h; inhibition, % at 20 µM; 330,000 tested, 0.02% active; AID 504414, 2011;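 active means highest replicate inhibition of at least 40%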;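 further: plate controls were DMSO neutral control wells for no effect and unlabeled competitor peptide control wells for full effect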
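Material – purified CerCALP PDZ construct · Detection – FP readout, S and P plane fluorescence · Measure – percent inhibition from loss of millipolarization · Controls – unlabelled peptide for full inhibition, DMSO wells as neutral · Probe or stimulus – TMR-labelled reporter peptide T*-PRC34 bound in PDZ groove · Times – 1 h at RT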
Rtt109 Vps75: inhibitors of C. albicans Rtt109/Vps75 HAT, primary screen, biochemical, ThioGlo CoA-SH fluorescence, plate reader | Histone acetyltransferase RTT109 (Candida albicans (strain SC5314 / ATCC MYA-2876)), … | purified Rtt109/Vps75, 4 h | inhibition, % at 34.9 µM | 330,000 tested, 0.16% active;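 active means inhibition of at least 50% in every replicate; inconclusive means best replicate reaches 50% inhibition but some replicates fall short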
Target sequence (Q5AAJ8 whole entry, looked up): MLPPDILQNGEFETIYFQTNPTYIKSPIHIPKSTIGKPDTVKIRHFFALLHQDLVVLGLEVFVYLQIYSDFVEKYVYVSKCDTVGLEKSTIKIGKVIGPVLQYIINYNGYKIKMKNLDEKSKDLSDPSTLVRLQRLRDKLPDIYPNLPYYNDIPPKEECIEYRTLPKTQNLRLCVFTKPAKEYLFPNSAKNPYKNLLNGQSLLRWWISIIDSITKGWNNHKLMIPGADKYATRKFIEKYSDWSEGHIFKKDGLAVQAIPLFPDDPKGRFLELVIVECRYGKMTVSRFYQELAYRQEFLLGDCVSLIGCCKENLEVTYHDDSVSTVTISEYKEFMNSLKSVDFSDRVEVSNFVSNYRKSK
SR-BI uptake up: activators of SR-BI mediated DiI-HDL uptake, primary screen, ldlA[mSR-BI] CHO cells, DiI fluorescence | 320,000 tested, 0.096% active | AID 504775, 2011 | 3 h; 100 = double the neutral-control signal | activation, % at 12.5 µM;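 active means mean replicate activation of at least 60% and every replicate at or above 60%; inconclusive means mean or all-replicate condition met, but not both; inactive means mean below 60% and not all replicates reaching 60%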;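 further: 0% = median plate neutral-control signal and 100% = twice that signal; values of inactives mirror those of a sister screen read the other way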
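System: CHO ldlA[mSR-BI] cells / Medium: HEPES-buffered (25 mM, pH 7.4) F12 plus 0.5% BSA / Probe or stimulus: labelled HDL, 10 µg/mL / Doses: single compound concentration, delivered by pin transfer / Schedule: 3 h, 37 °C / Measured by: DiI fluorescence, bottom read / Measure: cell-associated DiI fluorescence as measure of HDL uptake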
CAL PDZ FP-2: untagged CAL PDZ binding inhibitors, primary screen, biochemical, fluorescence polarization, HTS; Golgi-associated PDZ and coiled-coil motif-containing protein (Homo sapiens), Q9HD26; purified CAL PDZ, TMR-peptide fluorescence polarization, 1 h; inhibition, % at 24.9 µM; 300,000 tested, 0.92% active; AID 602252, 2012;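 active means mean inhibition of at least 30% with at least half of replicates also reaching 30%; inconclusive means no clear call, values can overlap the other calls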;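 further: 0% = DMSO neutral control and 100% = excess unlabeled competitor peptide PRC23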
Cardiac RTF inh: cardiac RTF calcium sensitivity inhibitors, primary screen, biochemical, IANBD-TnC fluorescence, EC70 calcium | Troponin I, cardiac muscle (Homo sapiens) + Troponin T, cardiac muscle (Homo sapiens) + … | IANBD-labeled cardiac RTF, Ca2+ fluorescence | inhibition, % at 7.15 µM | 340,000 tested, 0.12% active;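 active means inhibition above the mean inhibition of all tested compounds plus 3 SD, cut at about 17% in these data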;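 further: assay run at fixed EC70 calcium of 1.6 mM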
DAGLB inh: DAGLB lipase inhibitors, primary screen, biochemical, fluorescence, HTS. HEK293T DAGLB membrane lysate, EnzChek fluorogenic substrate. Diacylglycerol lipase-beta (Homo sapiens), Q8NCG7. 340,000 tested, 0.059% active. inhibition, % at 5.17 µM. AID 504411, 2011; in the data active means inhibition above about 34%;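 further: 0% = enzyme with vehicle and 100% = wells lacking enzyme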
LANA DNA inh: inhibitors of KSHV C-LANA binding to DNA, primary screen, biochemical, fluorescence polarization, FAM-LBS DNA, MBP-C-LANA, single point; inhibition, % at 9 µM; 340,000 tested, 0.078% active;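 active means highest replicate inhibition at or above 60% at 9 µM, even if other replicates fall short; inactive means all replicates below 60% inhibition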;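 further: 0% = neutral control wells and 100% = 4 µM acridine orange control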
RTF Ca sens act: cardiac RTF calcium sensitivity activators, primary screen, biochemical, IANBD-TnC fluorescence, EC20 calcium | Troponin I, cardiac muscle (Homo sapiens) + Troponin T, cardiac muscle (Homo sapiens) + … | IANBD-labeled TnC RTF fluorescence at EC20 calcium; 0% EC20 calcium, 100% full calcium | activation, % at 7.2 µM | 340,000 tested, 0.24% active;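 active means activation above the mean over all tested compounds plus 3 SD, cut at about 30% in these data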;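 further: rise in fluorescence read as greater calcium sensitivity of cardiac thin filaments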
* = called active by the depositor; ? = inconclusive; · = no result given.

1: CCC1CCCCN1C(=O)c1cccc(S(=O)(=O)Nc2cc(C(F)(F)F)ccc2Cl)c1 (centres undefined)
2: COc1ccc(C2C(C(C)=O)=C(O)C(=O)N2c2ccccn2)cc1 (centres undefined)
3: CCCc1ccc(C(=O)NNC(=O)c2ccc(Br)cc2)cc1
4: COc1cccc(C2C(C#N)=C(N)OC3=C2C(=O)CCC3)c1OC(=O)c1ccco1 (centres undefined)
5: CCCCNC(=O)c1ccc(NC(=O)C2CCCO2)cc1 (centres undefined)
6: O=C(Nc1ccc(Br)cc1)C1CC(O)CN1C(=O)OCc1ccccc1 (centres undefined)
7: CN(Cc1cnccn1)C(=O)C1CCC(=O)N(CCc2ccc(Cl)cc2)C1 (centres undefined)
8: COc1ccc(NC(=O)C2CCCN(S(=O)(=O)c3ccc4[nH]c(=O)ccc4c3)C2)cc1 (centres undefined)
9: Cc1ccc(S(=O)(=O)N2CCOCC2)cc1NC(=O)CN1CCN(C)CC1
10: CCOC(=O)C1=NNC(C(=O)c2ccc(Cl)cc2)C1c1ccccc1 (centres undefined)

assay / entry | 1 | 2 | 3 | 4 | 5 | 6 | 7 | 8 | 9 | 10
CAL PDZ FP-2 | -6 | -3 | -7 | · | 0 | -3 | -9 | · | -6 | -6
PKA-R2B activ | -7 | 1 | -3 | 0 | 4 | -9 | 1 | 4 | 3 | -5
SR-BI uptake up | -4 | 14 | 7 | 5 | 3 | · | 12 | -3 | 12 | -27
RTF Ca sens act | 8 | -8 | 6 | -3 | -6 | -4 | -3 | 2 | -2 | -2
CAL PDZ FP-1 | -0.7 | -0.1 | 0.3 | -0.4 | 0.5 | -2.6 | 0.1 | -0.3 | -1.0 | -1.2
Cardiac RTF inh | -11 | -2 | -19 | -1 | 0 | -2 | -3 | -6 | 6 | -10
DAGLB inh | -6 | -3 | -4 | -2 | -5 | 1 | 2 | 0 | -1 | -4
Keap1 Nrf2 FP | 4 | -4 | -3 | 0 | -1 | -10 | 2 | 0 | 6 | 1
LANA DNA inh | 0.1 | -1.3 | -1.3 | 1.6 | 2.0 | 0.4 | 0.5 | 0.3 | 0.5 | -2.6
Rtt109 Vps75 | -1 | 1 | -1 | 1 | 15 | -5 | -4 | -2 | -2 | -10

One compound at a time, from the list above. Screens in order: CAL PDZ FP-2, PKA-R2B activ, SR-BI uptake up, RTF Ca sens act, CAL PDZ FP-1, Cardiac RTF inh, DAGLB inh, Keap1 Nrf2 FP, LANA DNA inh, Rtt109 Vps75
CN(Cc1cnccn1)C(=O)C1CCC(=O)N(CCc2ccc(Cl)cc2)C1 (centres undefined) across the screens: -9, 1, 12, -3, 0.1, -3, 2, 2, 0.5, -4
COc1ccc(NC(=O)C2CCCN(S(=O)(=O)c3ccc4[nH]c(=O)ccc4c3)C2)cc1 (centres undefined) across the screens: ·, 4, -3, 2, -0.3, -6, 0, 0, 0.3, -2
CCCc1ccc(C(=O)NNC(=O)c2ccc(Br)cc2)cc1 across the screens: -7, -3, 7, 6, 0.3, -19, -4, -3, -1.3, -1
O=C(Nc1ccc(Br)cc1)C1CC(O)CN1C(=O)OCc1ccccc1 (centres undefined) across the screens: -3, -9, ·, -4, -2.6, -2, 1, -10, 0.4, -5

(listing goes on)
11: CON(C)c1nc(OCCNC(=O)OCc2ccc(Cl)cc2Cl)nc(N(C)C)n1
12: Cc1ccc(S(=O)(=O)/N=S(/c2ccccc2)C(C)C)cc1 (centres undefined)
13: Cc1ccc(C(=O)NCC(=O)OCCCn2c(=O)[nH]c3ccccc32)cc1
14: O=C(Cn1ccc(C(F)(F)F)n1)NNC(=O)c1ccco1
15: Cc1ccc(-c2nnc(Oc3ccc(NC(=O)c4ccccc4)cc3)c3ccccc23)cc1
16: O=C(CSc1ncnc2c1oc1ccccc12)NCc1ccc(F)cc1
17: COc1cc(C(=O)Oc2cc(C)[nH]c(=O)c2[N+](=O)[O-])cc(OC)c1OC
18: CC(=O)c1ccc(N2CCN(c3ncc(C(F)(F)F)cc3Cl)CC2)cc1
19: O=c1cc(SCc2ccc(Cl)cc2Cl)nc[nH]1
20: O=C(O)CNS(=O)(=O)c1cc(Cl)c(Cl)cc1Cl

assay / entry | 11 | 12 | 13 | 14 | 15 | 16 | 17 | 18 | 19 | 20
CAL PDZ FP-2 | 3 | 12 | -1 | -4 | -5 | · | · | 3 | -2 | 0
PKA-R2B activ | 6 | 0 | -10 | 2 | 1 | -7 | -1 | 2 | -9 | -1
SR-BI uptake up | -6 | 25 | 14 | 11 | 169* | 19 | 7 | -38 | -3 | 25
RTF Ca sens act | -3 | -8 | 3 | -1 | 3 | 5 | 1 | -8 | -7 | 2
CAL PDZ FP-1 | -2.9 | 0.3 | 0.0 | 0.5 | -0.4 | 0.0 | -1.2 | -0.1 | -0.9 | -0.1
Cardiac RTF inh | -1 | -2 | -5 | 1 | -1 | -3 | -10 | 6 | 5 | -10
DAGLB inh | -4 | -4 | 0 | 0 | -1 | -3 | 4 | -7 | 0 | -1
Keap1 Nrf2 FP | 0 | -1 | 2 | -9 | -5 | 7 | 5 | -5 | -2 | 0
LANA DNA inh | 0.6 | -0.6 | -1.4 | 1.2 | 1.9 | 1.6 | -1.1 | 1.1 | -0.6 | 0.3
Rtt109 Vps75 | 3 | ? | -5 | -2 | -1 | -2 | -11 | 3 | -4 | 5

21: Cc1ccc2oc(C(=O)N3CCC(C(N)=O)(N4CCCCC4)CC3)c(C)c2c1
22: Cc1ccccc1C(=O)NC1CCN(Cc2nnnn2C(C)(C)C)CC1
23: NC(=S)NN=C(c1ccccc1)c1ccccc1
24: O=C(NCCCN1CCCC1)c1ccc(CS(=O)(=O)c2ccc(Cl)cc2)o1
25: Cc1cccc(S(=O)(=O)Nc2nc3ccccc3nc2NCc2ccco2)c1
26: Nc1c(C(=O)OCC2CCCO2)c2nc3ccccc3nc2n1C1CCCC1 (centres undefined)
27: Cc1cccc(-c2nn(-c3ccccc3)cc2C(=O)NCC(c2cccs2)N2CCOCC2)c1 (centres undefined)
28: CCn1c(CCCCc2n[nH]c(=S)n2CC)n[nH]c1=S
29: Cc1ccc(/C=N/Nc2nnc(Cc3ccccc3)c(=O)[nH]2)o1
30: Cc1nc(C(F)(F)F)c(C(=O)NC(=O)Nc2ccccc2)s1

assay / entry | 21 | 22 | 23 | 24 | 25 | 26 | 27 | 28 | 29 | 30
CAL PDZ FP-2 | -5 | · | 3 | 2 | 1 | -2 | -4 | · | 0 | -5
PKA-R2B activ | -3 | 9 | -6 | -9 | -8 | -12 | -16 | -6 | -5 | -3
SR-BI uptake up | 6 | 30 | -36 | 9 | 57 | -19 | -39 | 2 | -5 | -20
RTF Ca sens act | -6 | -2 | -10 | 2 | 1 | -4 | -15 | 5 | -1 | 0
CAL PDZ FP-1 | 0.0 | -0.1 | -2.7 | -0.4 | -2.2 | -2.5 | -3.3 | -0.5 | -2.5 | -1.2
Cardiac RTF inh | 4 | -14 | -3 | 5 | -8 | -2 | -4 | 0 | -10 | 1
DAGLB inh | 1 | -2 | -3 | 0 | 7 | 2 | -3 | 0 | 0 | -3
Keap1 Nrf2 FP | -2 | 2 | -2 | -2 | -1 | -2 | -1 | -5 | -6 | 2
LANA DNA inh | -0.6 | 0.6 | 2.8 | 0.0 | 0.0 | 1.2 | -1.1 | -1.9 | 0.6 | -1.0
Rtt109 Vps75 | -5 | -3 | -3 | 18 | 2 | -4 | -15 | 12 | · | 4

31: O=C(Cc1ccccc1)NCC(=O)OCC(=O)c1ccc([N+](=O)[O-])cc1
32: C/C(=N\NS(=O)(=O)c1ccc([N+](=O)[O-])cc1)c1cccs1
33: O=C(Cn1cc([N+](=O)[O-])cn1)Nc1nccs1
34: O=C(O)c1ccc2c(c1)OCCO2
35: Nc1[nH]c(=O)[nH]c(=O)c1N=Nc1ccc(C(=O)O)cc1
36: CCC(C)Sc1ccc([C@H]2N[C@@](C)(C(=O)OC)[C@H]3C(=O)N(C)C(=O)[C@@H]23)cc1 (some centres undefined)
37: COc1ccccc1OCCNC(=O)c1ccc(C(C)(C)C)cc1
38: O=C(/C=C/c1c(F)cccc1Cl)c1ccc(F)cc1
39: COc1ccc(NC(=O)c2sccc2-n2cccc2)cc1
40: CCOc1ccc(N(C(=O)c2snc(C(N)=O)c2N)C(C(=O)NC2CCCC2)c2ccncc2)cc1 (centres undefined)
41: COc1cc(/C=N/NC(=O)C(=O)NCC2CCCO2)ccc1O (centres undefined)

assay / entry | 31 | 32 | 33 | 34 | 35 | 36 | 37 | 38 | 39 | 40 | 41
CAL PDZ FP-2 | 1 | 0 | 4 | -3 | -1 | -2 | -2 | 0 | -2 | -7 | ·
PKA-R2B activ | 2 | -10 | 0 | -7 | -1 | 4 | -10 | 1 | -3 | -14 | -11
SR-BI uptake up | -8 | 6 | · | 4 | 9 | -17 | · | · | -43 | 15 | 18
RTF Ca sens act | -2 | -5 | 0 | -6 | 0 | 1 | 4 | 4 | -4 | -9 | -3
CAL PDZ FP-1 | -0.3 | -2.5 | -1.5 | -0.1 | -0.2 | 0.5 | -0.8 | -0.7 | -2.3 | -0.4 | -0.3
Cardiac RTF inh | -3 | 1 | 2 | -8 | -7 | -6 | -3 | 2 | 2 | -1 | -12
DAGLB inh | 2 | 4 | -2 | -2 | -5 | 2 | -3 | -2 | -7 | -1 | -1
Keap1 Nrf2 FP | -1 | 2 | 3 | 1 | 2 | 0 | -5 | -4 | 7 | 3 | 0
LANA DNA inh | 4.5 | -0.3 | -1.0 | 1.4 | 1.5 | 0.4 | 0.4 | -1.6 | -4.5 | 0.2 | 0.1
Rtt109 Vps75 | 2 | · | -2 | -4 | 3 | -1 | · | 3 | -2 | -6 | 2
